TR SRC2 fluor cs: Total Fluorescence Counterscreen for Inhibitors of the Interaction of Thyroid Hormone Receptor and Steroid Receptor Coregulator 2; TRb/SRC2 Texas Red total fluorescence interference; Potency, µM (highest dose often 106 µM), without a hit: at the highest dose fluorescence change, negative = quenching; 280,000 tested, 0.29% active; active = well fitted curve in either direction with a large enough effect; inconclusive = small, poorly fitted or top-dose-only effect; also: % is scaled to controls: 0 for no effect and ±100 for the full control effect
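Flags fluorescent or light-absorbing compounds by total fluorescence, S + 2P, at 555 nm excitation and 632 nm emission. Mixture: 20 nM Texas Red SRC2 peptide, 0.6 uM human TRb LBD, 1 uM T3, 5% DMSO; compound exposure 5 h at ambient temperature.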
KDM4E inh: qHTS Assay for Inhibitors of Human Jumonji Domain Containing 2E (JMJD2E). Lysine-specific demethylase 4E (Homo sapiens), B2RXH2. JMJD2E catalytic domain, FDH-coupled NADH fluorescence (FDH is formaldehyde dehydrogenase). Potency, µM (series often up to 57.1 µM), inactives show top-dose activity change, negative = inhibition, most hits filed as inhibitors. 230,000 tested, 1.6% active; active = well fitted inhibition curve with a large enough effect, not every such curve was filed as active; inconclusive = small, poorly fitted or top-dose-only effect, or another doubt; inactive = no such curve, though single readings can be large or run the other way;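 also: 0% = wells with enzyme and -100% = buffer wells without enzyme; nearly all actives have a fitted effect of over 50% in size; many of its hits are not listed in these tables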
Target sequence (B2RXH2 1-337 limits assumed): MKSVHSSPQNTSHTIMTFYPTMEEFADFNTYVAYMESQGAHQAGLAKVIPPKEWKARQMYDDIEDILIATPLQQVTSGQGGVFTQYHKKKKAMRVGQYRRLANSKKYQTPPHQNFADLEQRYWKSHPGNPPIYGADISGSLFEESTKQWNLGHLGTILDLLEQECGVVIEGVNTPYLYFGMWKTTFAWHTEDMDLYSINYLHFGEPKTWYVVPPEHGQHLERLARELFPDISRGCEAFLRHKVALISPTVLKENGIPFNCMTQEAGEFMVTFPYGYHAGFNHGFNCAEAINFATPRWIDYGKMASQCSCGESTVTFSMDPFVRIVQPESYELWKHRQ
RECQ1 inh: qHTS Assay for Inhibitors of RecQ-Like Dna Helicase 1 (RECQ1) | AID 2549, 2010 | RECQ1 DNA unwinding, red fluorescence kinetic read | Potency, µM (top dose mostly 57.3 µM), for the others: top-dose activity, negative = inhibition, hits mostly inhibitors | 240,000 tested, 0.54% active | ATP-dependent DNA helicase Q1 (Homo sapiens), P46063;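 also: plate controls were vehicle for no effect and no enzyme for full effect; nearly all actives have a fitted effect of over 30% in size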
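RECQ1T1 50 nM; forked duplex (20 bp + 30-nt ss tails) 200 nM, ATP 2 mM final; pH 8.0, 2 mM MgCl2, 2.5 ug/ml poly(dI-dC); 15 min compound preincubation; discontinuous kinetic read over 2 h at RT.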
GoLoco inh red: qHTS Assay for Inhibitors of RGS12 GoLoco Motif Activity (Red Fluorophore) | Gai1:RGS12 GoLoco peptide FP, rhodamine, 10 min | Potency, µM (titrated, usually from 61.6 µM), inactives show at the top dose activity, negative = inhibition, most hits filed as inhibitors | 230,000 tested, 0.44% active | AID 880, 2007; active = well fitted inhibition curve with a large enough effect, not every such curve was filed as active; inactive = no such curve, though single readings can be large or run the other way; also: % is scaled to controls: 0 for no effect and ±100 for the full control effect; nearly all actives have a fitted effect of over 30% in size; many of its hits are not listed in these tables
TRb-SRC2 inh: qHTS for Inhibitors of the Interaction of Thyroid Hormone Receptor and Steroid Receptor Coregulator 2; Thyroid hormone receptor beta (Homo sapiens), P10828; TRbeta-SRC2 peptide binding, fluorescence polarization; receptor liganded with 1 µM T3; Potency, µM (top dose mostly 106 µM), for inactives: top-dose activity change, negative = inhibition, hits mostly inhibitors; 280,000 tested, 0.065% active; AID 1469, 2008;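 also: plate controls were bound peptide for no effect and peptide without receptor for full effect; nearly all actives have a fitted effect of over 50% in size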
Target sequence (P10828 whole entry, looked up): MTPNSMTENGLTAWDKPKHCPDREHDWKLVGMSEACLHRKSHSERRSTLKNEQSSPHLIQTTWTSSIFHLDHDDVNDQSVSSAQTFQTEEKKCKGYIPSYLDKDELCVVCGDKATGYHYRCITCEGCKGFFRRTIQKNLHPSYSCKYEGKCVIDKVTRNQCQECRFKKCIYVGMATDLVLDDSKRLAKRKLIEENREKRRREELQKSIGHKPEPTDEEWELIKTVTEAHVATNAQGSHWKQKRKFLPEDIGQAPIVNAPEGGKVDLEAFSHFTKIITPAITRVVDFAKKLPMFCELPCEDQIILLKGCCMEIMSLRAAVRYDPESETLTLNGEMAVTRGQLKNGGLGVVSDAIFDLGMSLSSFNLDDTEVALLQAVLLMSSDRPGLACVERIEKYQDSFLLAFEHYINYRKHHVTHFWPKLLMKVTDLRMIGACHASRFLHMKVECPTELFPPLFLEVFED
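Each compound concentration gave % activity, normalized to unbound and bound Texas Red SRC2 controls, from polarization read after 5 hr ambient incubation with T3-loaded human TRb LBD.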
LMNA splice mod: qHTS Assay for Modulators of Lamin A Splicing | HeLa LMNA splicing GFP/RFP minigene ratio, 48 h | Potency, µM (titrated, usually from 46.1 µM), inactives show at the top dose ratio change, negative = inhibition, actives largely listed as inhibitors | 200,000 tested, 0.01% active | AID 1487, 2009; active = well fitted inhibition curve with a large enough effect in the signal ratio, with a control signal flat, not every such curve was filed as active; inconclusive = small, poorly fitted or top-dose-only effect, or effect the other way, or a change in a side signal; the % refers to the signal ratio; also: % is scaled to controls: 0 for no effect and ±100 for the full control effect
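S3 HeLa cells stably expressing lamin A-EGFP splicing minigene plus DsRed2, 600 cells/well, 48 h compound exposure at 37C. Laser-scanning cytometry; analysed as GFP (500-530 nm)/RFP (575-640 nm) total intensity ratio; 0.5% DMSO vehicle.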
ALDH1A1 inh: qHTS Assay for Inhibitors of Aldehyde Dehydrogenase 1 (ALDH1A1); Purified ALDH1A1, NADH fluorescence, propionaldehyde substrate; 220,000 tested, 7.3% active; Potency, µM (doses to about 75.3 µM), for the others: top-dose activity, negative = inhibition, usual class: inhibitors; active = well fitted inhibition curve with a large enough effect, not every such curve was filed as active; inconclusive = small, poorly fitted or top-dose-only effect, or another doubt; inactive = no such curve, though single readings can be large or run the other way;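 also: plate controls were no enzyme wells and a reference inhibitor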
SMN2 splice up: qHTS Assay for Enhancers of SMN2 Splice Variant Expression; HEK293 SMN2-luciferase splicing reporter, luminescence, 30-36 h; 210,000 tested, 2.8% active; AID 1458, 2008; Potency, µM (highest dose often 46.1 µM), inactives show top-dose activity change, positive = activation, hits mostly activators; also: % of control where 0% means no effect; nearly all actives have a fitted effect of over 55% in size
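HEK293 cells carry an SMN2 minigene-luciferase reporter in which exon 7 inclusion puts luciferase in frame. Cells were seeded at 2000 cells/well, attached for 10-12 hours, then exposed to compounds for 30-36 hours at 37C before ONE-Glo luminescence.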
An asterisk follows results filed as active; i = inactive; u = inconclusive; x = not tested or not shown; [ ] = dose if it differs, or a comment. Unless noted, calls follow the shape of the dose curve; as a rule, active = well fitted curve in the direction sought with a large enough effect; inconclusive = small, poorly fitted or top-dose-only effect, or another doubt; inactive = no such curve, though single readings can be large; an effect the other way counts as inactive or inconclusive. Potency is read from the fitted curve at half-maximal effect.

molecule	GoLoco inh red	ALDH1A1 inh	SMN2 splice up	RECQ1 inh	KDM4E inh	TR SRC2 fluor cs	TRb-SRC2 inh	LMNA splice mod
Nc1ccccc1NC1=CC(=O)CC(c2ccccc2)C1 (stereo not drawn)	13%	-2%	-18%	9%	6%	-1%	2%	x
Cc1ccc(NC(=O)c2ccc(CNc3c(N4CCOCC4)c(=O)c3=O)cc2)cc1	1%	u	-14%	-1%	-3%	-3%	-10%	0%
Cn1nc(C(F)(F)F)c(-c2ccc(Br)cc2)c1NC(=O)C1CCC1C(=O)O (stereo not drawn)	-2%	x	x	-3%	4%	-1%	-1%	x
Cc1cc(C(C)(C)C)ccc1OCCn1ccnc1	-10%	2%	-41%[inhibitor]	-3%	-27%	1%	-2%	u
CCCCN(CC(=O)NCc1ccc(F)cc1)C(=O)c1ccco1	-6%	-5%	1%	23%	-3%	1%	0%	x
CCn1c(SCC(=O)N2CCCc3ccccc32)nnc1-c1c[nH]c2ccccc12	4%	u	-38%[inhibitor]	i	4%	-1%	5%	u
C=C(Cl)COc1ccc2c(CCCC)cc(=O)oc2c1	8%	u	-4%	-14%	u	-6%	3%	-2%
COc1cc(OC)cc(C(=O)OCC(=O)Nc2ccc(F)cc2F)c1	5%	11%	0%	i	0%	0%	-1%	16%[46 µM]
Cc1cc(C)c(C#N)c(SCc2nc3ccccc3[nH]2)n1	7%	u	10µM*	-10%	u	-1%	5%	u
COc1ccc(CNc2ncncc2-c2cccc(C#N)c2)c(OC)c1	1%	-15%	x	i	x	x	x	-4%
CCCOc1cccc(C(=O)NC(=S)Nc2cccc(C(F)(F)F)c2)c1	18%	18µM*	-10%	-17%	3%	-3%	-1%	u
CCS(=O)(=O)n1nc(-c2ccc(OC)cc2)nc1SC	10%	14%	u	i	6%	0%	-1%	-7%
COc1ccc(CC(=O)NCc2nnc(SCC(=O)Nc3ccc(OC)cc3)n2C)cc1	0%	-12%	-9%	i	4%	-2%	6%	u
COc1cccc(Nc2ncc3nc(-c4ccc(F)cc4)c(=O)n(C)c3n2)c1	-19%	-2%	x	-7%	x	x	x	u
O=C(O)CC1CCCC(c2ccccc2)C1=O (stereo not drawn)	-10%	-6%	-1%	-18%	-1%	-3%	7%	-3%
O=C(NC(CO)Cc1ccccc1)c1ccccc1 (stereo not drawn)	-4%	8%	19%	-3%	6%	0%	2%	-4%
CC(OC(=O)C1CCCCC1)C(=O)Nc1cccc(Cl)c1 (stereo not drawn)	2%	11%	1%	i	-4%	0%	5%	x
Cc1c(C)n(CC(O)CN2CCOCC2)c2ccccc12 (stereo not drawn)	-40%	u	6%	-1%	u	2%	3%	1%
O=C(CSc1ccccc1Cl)c1ccco1	1%	-4%	-10%	-8%	-5%	-2%	4%	2%
O=C(c1ccco1)N1CCC(n2nnc3ccccc32)CC1	3%	25µM*	23%	-7%	0%	-7%	-6%	8%
CC1=C(C(=O)OCC(C)C)C(c2cc3c(cc2Br)OCO3)NC(=O)N1C (stereo not drawn)	1%	-8%	-7%	i	3%	-3%	0%	10%
Cc1nn(Cc2ccccc2)c2c1C(c1ccc(Cl)cc1)C(C#N)=C(N)O2 (stereo not drawn)	7%	u	29%	2%	-4%	-5%	3%	-15%
O=C(Nc1nc(-c2cc(F)ccc2F)cs1)C1=NN(c2ccccc2)C(=O)CC1	7%	0%	-15%	-20%	u	-3%	-1%	5%[9.22 µM]
CCN(CC)CCCNc1oc(-c2cccc(Cl)c2)nc1C#N	43%[activator]	u	16%	-8%	u	-1%	7%	-14%
C=CCNC(=O)c1onc(CSc2cccc(OC)c2)c1C(=O)O	4%	-1%	-1%	-6%	-4%	0%	2%	3%[0.0737 µM]
Cc1cc2[nH]c3c(c[n+](C)c4ccccc34)c2cc1C	14%	u	x	-10%	-5%	-2%	-3%	x
CCC(C)NCC(=O)Nc1sc2c(c1C(N)=O)CCC2 (stereo not drawn)	0%	-8%	-47%[inhibitor]	-10%	-9%	-2%	-16%	14%
O=C(Nc1cccc(NC(=O)c2ccco2)c1)c1cnccn1	-10%	-5%	2%	i	7%	-3%	-7%	-16%
CCOc1ccccc1N(C(=O)CNC(=O)c1ccco1)C(C(=O)NC(C)(C)C)c1ccncc1 (stereo not drawn)	-2%	-1%	7%	14%	-5%	-5%	-8%	12%
OCCN1CCN(C(=S)c2ccc(-c3ccccc3)cc2)CC1	-7%	x	x	-8%	5%	-2%	-1%	x

(list continues)
molecule	GoLoco inh red	ALDH1A1 inh	SMN2 splice up	RECQ1 inh	KDM4E inh	TR SRC2 fluor cs	TRb-SRC2 inh	LMNA splice mod
C#CC(CC)(CC)NC(=S)Nc1cccc(C(C)=O)c1	9%	-2%	-25%	-5%	-11%	-2%	-10%	-6%
C=CCON1C(=O)C(=O)N(OCC=C)[C@H]2CCCC[C@H]21	3%	x	x	-1%	-2%	-7%	-6%	x
COc1ccc2occ(C(=O)c3cccs3)c2c1	10%	6%	-12%	-5%	0%	-6%	7%	7%
COC(=O)c1ccc(N)c(N=CC2=C(O)CC(C)(C)CC2=O)c1	11%	20µM*	-6%	-17%	u	-1%	0%	1%
CCOC(=O)CC(=O)CSc1nc2c(c(-c3cccs3)c1C#N)CCC2	18%	-12%	2%	-13%	u	-16%	6%	-5%
CCCCC1C(C#N)=C(C)NC2=C1C(=O)CC(C)(C)C2 (stereo not drawn)	11%	u	u	-6%	u	0%	0%	-8%
Cc1ccccc1N1C(S)=C(C#N)C(=O)NC1c1ccco1 (stereo not drawn)	36%[activator]	u	x	25µM*	-29%	2%	3%	0%[46 µM]
Clc1cccc(NCc2nnc(SCc3ccc(Cl)cc3Cl)o2)c1	4%	-9%	-39%[inhibitor]	3%	-2%	0%	1%	u
COC(=O)CN1C(=S)N(c2ccc(OC)cc2)C(=O)C1CC(=O)Nc1ccc(F)cc1 (stereo not drawn)	-16%	u	3%	-1%	1%	-2%	-4%	10%[46 µM]
Fc1ccc(CSc2ccc3nnc(-c4ccccn4)n3n2)cc1	7%	-4%	1%	-3%	-2%	-1%	-4%	-4%[46 µM]
CCOC(=O)c1c(C)[nH]c(C)c1C(=O)COC(=O)c1cc(OC)c(OC)cc1OC	17%	19%	3%	-16%	5%	0%	3%	-4%[46 µM]
CCN(CC)CCn1nc2c3c(cccc3c1=O)-c1ccccc1-2	-4%	-13%	147%	i	9%	3%	-1%	x
CC(=O)CC(=O)[C@@]1(O)CC[C@@H]2[C@@H]3C=C(C)C4=CC(=O)CC[C@@H]4[C@H]3CC[C@]21C	-5%[21.6 µM]	3%[20.9 µM]	-10%[20.6 µM]	-3%[25.9 µM]	-3%[25.5 µM]	-2%[53 µM]	-1%[53 µM]	u
CC(C)c1ccc(-c2c(C#N)c(N)nc(SCC(=O)N3CCCCC3)c2C#N)cc1	-5%	u	-9%	-6%	u	1%	-13%	4%
N#CC(c1ccccc1)c1ccc2c(C(F)(F)F)cc(C(F)(F)F)nc2n1 (stereo not drawn)	12%	22µM*	-72%[inhibitor]	-6%	-1%	-2%	-8%	-2%
CCOC(=O)N1CCN(C(=O)Nc2cccc3ccccc23)CC1	-5%	-1%	x	7%	u	-2%[53 µM]	-4%[53 µM]	-5%[46 µM]
CC1CCCCN1S(=O)(=O)c1ccc(C(=O)Nc2nnc(-c3ccccc3Cl)o2)cc1 (stereo not drawn)	11%	-5%	-67%[inhibitor]	-7%	u	0%	-6%	u
COc1ccc(CCNC(=O)C2CC(=O)N(c3ccc(C(C)(C)C)cc3)C2)cc1OC (stereo not drawn)	-1%	-5%	-4%	i	-4%	0%	2%	-5%[46 µM]
CCCn1c(C2CC(=O)N(c3cc(OC)ccc3OC)C2)nc2ccccc21 (stereo not drawn)	5%	5%	-4%	-10%	-4%	-3%	-7%	-2%
CCc1ccc(NC(=O)CO/N=C(\C)c2cc3ccccc3o2)cc1	-20%	-6%	2%	-11%	-3%	0%	-11%	-15%
O=C1C(Cc2ccc(Br)cc2)SC(=Nc2ccccc2)N1c1ccccc1 (stereo not drawn)	7%	-7%	-16%	-2%	1%	1%	-8%	u
Cc1c(C(=O)NNc2c(Cl)cccc2Cl)n(C)oc1=O	-4%	-14%	x	7%	2%	1%	-6%	x
COc1cccc(OC)c1C(=O)Nc1ccc(NC(=O)c2ccco2)cc1	-7%	0%	-10%	i	7%	0%	0%	10%
O=C1NC(=O)C(CC(=O)N(Cc2cccs2)C2(C(=O)NC3CCCC3)CCCCC2)N1 (stereo not drawn)	8%	-2%	-4%	-7%	2%	6%	0%	-5%
O=C(Nc1ccc(NC(=O)c2ccc(S(=O)(=O)c3ccccc3)cc2)cc1)c1ccccc1	5%	2%	-3%	1%	-7%	-3%	5%	-5%
COc1ccc(OC)c(NC(=S)NCc2cccs2)c1	9%	6%	8%	i	6%	2%	-1%	5%
CN(O)/C=C1\C(=O)Nc2ccccc21	-11%	u	-4%	-11%	-29%	-8%	3%	5%
Cc1ccc(OCCCn2c(=O)oc3ccccc32)cc1	2%	5%	x	3%	-6%	-1%	-5%	18%[46 µM]
CCCCNCc1cc(OC)c(OCC(N)=O)cc1Br	-3%	3%	6%	0%	-2%	-4%	-3%	u

Bioassay records (PubChem)

Some of the compounds tested, so the mix of outcomes need not match the whole.
